# Large T inhibition – TAg ATPase/helicase activity blockers – biochemical (AID 1903); SV40 large T antigen ATPase/helicase inhibition assay; higher % means a stronger effect; one-dose inhibition, % at 20 µM; IC50 in µM for titrated hits; 310,000 tested, 0.39% active; in the data active means a potency from the dose series; inconclusive means inhibition mostly from about 32% at the one dose, without a potency; inactive means the rest, 99 in 100 with inhibition below about 32%; further: strong numbers were not always called active
# NS5 inhibitors – Dengue-2 NS5 methyltransferase inhibitors, primary screen, biochemical, confirmation dose response (AID 588689); inhibition, % at 25 µM; hits with a dose series show IC50 in µM; 340,000 tested, 0.3% active; Dengue-2 NS5 methyltransferase capping enzyme assay, biochemical; higher % means a stronger effect; in the data active means a potency from the dose series; inconclusive means inhibition above about 29% without an active follow-up result
# Rac1 GTP hydrolysis – MgcRacGAP GTPase-activating activity inhibitors, confirmation, biochemical, ADP Hunter fluorescence; 340,000 tested, 0.6% active; AID 624330; one-dose inhibition, % at 30 µM; IC50 in µM for titrated hits; MgcRacGAP-stimulated Rac1 GTP hydrolysis, ADP Hunter fluorescence; higher % means a stronger effect; GST-tagged Rac1 F28L mutant substrate;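 active means first-screen hits whose inhibition reached a set limit at any dose in the follow-up dose series; inconclusive means inhibition above the set first-screen limit but never retested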;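 further: fluorescence reports GDP produced by GAP-driven GTP hydrolysis; strong numbers were not always called active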
# CSM14.1 death rescue – rescue of cells from ER stress-induced death, primary screen, 384-well, CSM14.1, thapsigargin, ATP luminescence (AID 1222); 190,000 tested, under 10 active; CSM14.1 thapsigargin-induced death rescue, ATP luminescence; higher % means a stronger effect; cellular ATP content (survival), % at 20 µM, or EC50 in µM where a hit was titrated;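 active means EC50 below 50 µM in the dose-response confirmation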;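 further: death triggered by thapsigargin at about 15 µM added after 2 h compound pretreatment; cell ATP read after overnight thapsigargin exposure of roughly 18 to 22 hours; normalized against plate controls of thapsigargin alone and 5% DMSO vehicle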
# PhoP inhibition – inhibitors of PhoP regulon expression, primary screen, Salmonella Typhimurium, GFP reporter (AID 1863); S. Typhimurium PhoP-regulated promoter GFP reporter, 4 h; higher % means a stronger effect; 300,000 tested, 0.16% active; inhibition, % at 50 µM, or IC50 in µM where a hit was titrated;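 active means inhibition over 29.93%, a cutoff 3 SD above the screen mean, later confirmed by dose response; inconclusive means inhibition over 29.93% but no dose response follow-up; inactive means inhibition at most 29.93% or unconfirmed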;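 further: 0% = low Mg2+ inducing control and 100% = high Mg2+ repressing control; strong numbers were not always called active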
# GPR35 arrestin U2OS – inhibition of zaprinast-stimulated GPR35 beta-arrestin translocation – imaging, U2OS, beta-arrestin-GFP, zaprinast agonist, primary screen (AID 2058); U2OS GPR35 beta-arrestin-GFP translocation imaging, zaprinast antagonism; higher % means a stronger effect; one-dose inhibition, % at 10 µM; IC50 in µM for titrated hits; 290,000 tested, 0.052% active;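 active means inhibition of at least 50% with at least 30 cells and total cytoplasm GFP at most 10,000,000; inconclusive means under 30 cells or total GFP of 10,000,000 plus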
# LYP inhibition – inhibitors of LYP phosphatase, biochemical, fluorescence intensity, uHTS (AID 1779); recombinant LYP phosphatase, fluorescence intensity; higher % means a stronger effect; inhibition, % at 11.5 µM; hits with a dose series show IC50 in µM; 290,000 tested, 0.054% active; in the data active means inhibition above about 50%;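 further: plate controls were vehicle with enzyme for no effect and no enzyme for full effect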
# West Nile virus CPE – inhibition of WNV-induced cytopathic effect – cell-based, CPE readout (AID 1621); West Nile virus-infected cells, CPE inhibition; higher % means a stronger effect; one-dose CPE inhibition, % at 10 µM; IC50 in µM for titrated hits; 290,000 tested, 0.02% active; in the data active means a potency from the dose series; inconclusive means CPE inhibition mostly from about 3.7% at the one dose, without a potency; inactive means the rest, 99 in 100 with CPE inhibition below about 2.2%; further: strong numbers were not always called active
# RSV antiviral HEp-2 – RSV antiviral activity via CPE protection, HEp-2 cells, primary 10 µM value included (AID 2391) | 310,000 tested, 0.13% active | HEp-2 cells, RSV-induced CPE inhibition; higher % means a stronger effect | CPE inhibition, % at 10 µM; hits with a dose series show IC50 in µM; in the data active means a potency from the dose series; inconclusive means CPE inhibition mostly from about 23% at the one dose, without a potency; inactive means the rest, 99 in 100 with CPE inhibition below about 21%; further: strong numbers were not always called active
# NS5 inhibitors pilot replicate – second read-out of NS5 inhibitors, no call of its own (marks repeat the call); inhibition, %; measured here: pilot screen replicate inhibition
# * hit, by the source's call; ? = inconclusive; / = no result given; & = joins results of further samples.
SMILES,Large T inhibition,NS5 inhibitors,Rac1 GTP hydrolysis,CSM14.1 death rescue,PhoP inhibition,GPR35 arrestin U2OS,LYP inhibition,West Nile virus CPE,RSV antiviral HEp-2,others
CN(C)c1ccc(/C=C2\C(=O)NC(=O)N(CCc3ccc(F)cc3)C2=O)cc1,15%,-9%,9%,/,-7%,7%,-2%,0.1%,2.4%,
O=C(CCCc1ccccc1)NCCc1cnc[nH]1,-1%,3%,-6%,/,-2%,-6%,-5%,-0.9%,0.6%,
CCC(=Nc1ccc(OC)cc1OC)c1c(O)n(C2CCCCC2)c(=O)[nH]c1=O,9%,1%,1%,-1.8%,6%,-16%,2%,-0.2%,1.3%,NS5 inhibitors pilot replicate=0.9
CCCNC(=O)N1CCC2(CC1)OCCO2,-2%,/,-2%,-0.1%,-9%,13%,-7%,0.4%,1.5%,
CCN(CC)CCCN=C(C)c1c(O)n(-c2ccc(C)cc2)c(=O)[nH]c1=O,-5%,-6%,6%,-2.0%,1%,-3%,-10%,0.5%,0.3%,
COc1ccccc1N1C(=O)NC(=O)/C(=C/c2ccc3c4c(cccc24)CC3)C1=O,?,21%,14%,-2.3%,-21%,6%,-4%,0.1%,2.6%,
COc1ccc(Oc2cc(NC(=O)c3nn(C)cc3[N+](=O)[O-])cc([N+](=O)[O-])c2)cc1,11%,-10%,10%,1.8%,-3%,10%,-7%,1.6%,-3.8%,
CCn1nc(/C=C/c2ccccc2)nc2c(=O)n(C)c(=O)nc1-2,7%,/,/,-4.4%,-1%,9%,79%*,1.0%,/,
O=C1NC(=O)N(c2ccc(F)cc2)C(=O)/C1=C/c1ccsc1,2%,-4%,13%,0.9%,-9%,-14%,-2%,-0.3%,-0.2%,
COc1cc(C=C2C(=O)NC(=O)NC2=O)ccc1OCc1ccc([N+](=O)[O-])cc1,18%,?,158µM*,0.8%,6%,4%,6%,0.8%,/,
CCc1c(C)nc(N)nc1N1N=C1SC,-2%,-1%,2%,-1.0%,19%,-3%,-3%,1.5%,1.2%,
CCCSc1nc(O)c(CC)c(=O)n1C(C)CC (stereo unspecified),5%,-7%,-3%,1.5%,22%,-1%,-4%,0.0%,0.8%,
CCN1CCN(Cc2cc(C(C)(C)C)c(O)c(C(C)(C)C)c2)CC1,3%,/,/,1.3%,-3%,-7%,-5%,/,3.4%,
Cc1ccc2cc(CNCCc3ccccc3C)c(=O)[nH]c2c1,6%,/,13%,/,1%,-12%,-8%,-1.1%,0.6%,
CC(=O)N1N=C2C3CCN(CC3)C2C1c1ccc(F)cc1 (stereo unspecified),21%,-1%,-2%,-0.8%,-6%,14%,-6%,-0.3%,0.8%,
CCCCn1c(O)c(C(CC)=Nc2ccc(C(=O)O)cc2)c(=O)[nH]c1=O,15%,-5%,8%,0.3%,-12%,2%,-1%,-0.6%,2.0%,
O=P1(Nc2cccnc2)COc2ccccc2OC1,-1%,-6%,1%,0.1%,1%,28%,-9%,0.1%,2.2%,
NC(=O)CN1CCCC1=O,4%,-4%,0%,-1.1%,1%,-1%,0%,1.5%,0.6%,
CCOC(=O)C1CCN(/C=C2\C(=O)NC(=S)N(CC)C2=O)CC1,12%,10%,2%,-1.3%,6%,0%,-6%,-0.2%,-0.2%,
CN1CCCN(C(=O)COc2ccccc2Br)CC1,24%,-4%,9%,/,-2%,-14%,-7%,0.1%,0.8%,
CCC(C#N)(CC)P(=S)(c1ccccc1)c1ccccc1,5%,/,1%,-1.6%,8%,5%,6%,-0.5%,7.7%,
O=C(c1cc(F)ccc1F)C1CCCN(Cc2ccc3nonc3c2)C1 (stereo unspecified),4%,-10%,-1%,3.6%,-8%,3%,-2%,-1.2%,2.6%,
CCOC(=O)[C@@]1(C#N)[C@@H]2C=CC(C(N)=O)=CN2[C@@H](C(N)=O)[C@@H]1c1cccc(Cl)c1,11%,16%,-1%,-4.0%,3%,-5%,0%,-0.4%,3.8%,
CCOC(=O)c1[nH]c2ccc(OC)cc2c1C(SCC(=O)O)c1ccc(C(F)(F)F)cc1 (stereo unspecified),4%,12%,/,/,13%,-12%,3%,0.2%,48%,
O=C(NCc1cccnc1)C(Cl)(Cl)Cl,10%,-7%,5%,-3.1%,7%,-20%,0%,0.1%,2.5%,
# (more compounds)
SMILES,Large T inhibition,NS5 inhibitors,Rac1 GTP hydrolysis,CSM14.1 death rescue,PhoP inhibition,GPR35 arrestin U2OS,LYP inhibition,West Nile virus CPE,RSV antiviral HEp-2,others
CCCCNC(=S)N1CCn2cccc2C1c1cccnc1 (stereo unspecified),6%,-2%,5%,-1.1%,2%,-14%,0%,-0.7%,-1.9%,
CN1C(=O)NC(=O)[C@]2(Cc3ccccc3N3CCN(c4ccccc4)CC32)C1=O (stereo partly specified),27%,4%,3%,7.1%,-1%,1%,4%,1.3%,-0.5%,
CCNC(=O)C1OC(n2cnc3c(N)ncnc32)C(O)C1O (stereo unspecified),/,-7%,14%,/,/,/,/,0.4%,-0.5%,
CN1C(=O)C(=Cc2cc([N+](=O)[O-])ccc2N2CCCCC2)C(=O)N(C)C1=O,6%,2%,3%,-1.5%,-2%,4%,-1%,0.0%,-0.7%,
CCCCn1c(=O)c(C=Nc2cccnc2Cl)c(O)n(CCCCl)c1=O,1%,-127%,5%,3.2%,3%,-3%,0%,-0.9%,0.7%,
CC/C(=N\N1CCCCCC1)c1c(O)n(-c2ccccc2C)c(=O)[nH]c1=O,22%,-4%,6%,-2.0%,0%,0%,-3%,0.8%,7.1%,
O=c1[nH]c(CN2CC=C(c3ccccc3)CC2)nc2scc(-c3cccs3)c12,17%,-6%,13%,/,-7%,12%,-5%,-0.3%,9.1%,
NC(N)=N/N=C/c1ccc(N2CCOCC2)cc1,7%,-8%,11%,-3.2%,-1%,16%,-8%,-0.7%,0.1%,
Fc1ccc(CNCCc2ccccc2F)cc1,4%,2%,0%,-5.8%,7%,-8%,-2%,0.3%,2.0%,
Cc1ccc(/C=C2\C(=O)NC(=S)N(c3ccc(F)cc3)C2=O)o1,27%,-31%,14%,/,7%,10%,-2%,-0.6%,0.3%,
O=c1[nH]c(=S)n(-c2ccccc2Cl)c(O)c1C=NCCN1CCNCC1,2%,2%,/,/,8%,-3%,-1%,-0.1%,0.9%,
Cc1ccc2c(c1)C1CN(C)CCC1N2C(=O)/C(C#N)=C/c1ccc2c(c1)OCO2 (stereo unspecified),19%,2%,19%,-2.1%,4%,-10%,2%,-0.6%,-2.0%,
O=C1CN=C(c2ccccc2)c2ccccc2N1Cc1ccc(C(F)(F)F)cc1,1%,1%,0%,0.1%,-5%,-1%,4%,0.3%,3.9%,
O=C1NC2NC(=O)N([N+](=O)[O-])C2N1 (stereo unspecified),12%,/,/,/,1%,9%,-8%,0.8%,0.1%,
CN1CC(C(=O)c2ccccc2)C(c2ccccc2)C1 (stereo unspecified),10%,-3%,6%,/,14%,6%,-5%,-0.5%,-0.4%,
O=P1(NCCCl)OCCCN1CCCl (stereo unspecified),16%,-2%,6%,/,5%,/,/,/,-0.1%,
O=c1c2ccccc2nc(N2CCCC2)n1-c1ccccc1,3%,-3%,9%,-0.9%,9%,2%,-9%,0.1%,-0.4%,
COC(=O)[C@@H](N)CCCN=C(N)N[N+](=O)[O-],13%,7%,11%,/,-10%&-6%,4%,-9%,1.6%,0.3%,
CN1CCN(c2ccc(N)cc2Cl)CC1,?,/,/,-0.3%,5%,6%,-12%,/,-3.0%,
CC1OC(NCCc2ccccc2)C(O)C(O)C1O (stereo unspecified),2%,-2%,-1%,-2.2%,-8%,-6%,-8%,-0.2%,0.8%,
Cc1ccc2c(c1)C1CN(C)CCC1N2C(=O)COc1ccc(S(=O)(=O)N2CCOCC2)cc1 (stereo unspecified),?,-1%,0%,-0.9%,29%,-5%,-8%,-0.3%,-1.9%,
CCc1ccc(/C=C(/C#N)C(N)=S)cc1,12%,7%,15%,-2.6%,16%,-15%,3%,-0.5%,0.1%,
CCC(=NCCCN1CCOCC1)c1c(O)n(-c2ccccc2C)c(=O)[nH]c1=O,5%,3%,12%,/,-7%,7%,-7%,0.4%,/,

# Gathered by group, those above with sulfur
SMILES,Large T inhibition,NS5 inhibitors,Rac1 GTP hydrolysis,CSM14.1 death rescue,PhoP inhibition,GPR35 arrestin U2OS,LYP inhibition,West Nile virus CPE,RSV antiviral HEp-2,others
O=C1NC(=O)N(c2ccc(F)cc2)C(=O)/C1=C/c1ccsc1,2%,-4%,13%,0.9%,-9%,-14%,-2%,-0.3%,-0.2%,
CCc1c(C)nc(N)nc1N1N=C1SC,-2%,-1%,2%,-1.0%,19%,-3%,-3%,1.5%,1.2%,
CCCSc1nc(O)c(CC)c(=O)n1C(C)CC (stereo unspecified),5%,-7%,-3%,1.5%,22%,-1%,-4%,0.0%,0.8%,
CCOC(=O)C1CCN(/C=C2\C(=O)NC(=S)N(CC)C2=O)CC1,12%,10%,2%,-1.3%,6%,0%,-6%,-0.2%,-0.2%,
CCC(C#N)(CC)P(=S)(c1ccccc1)c1ccccc1,5%,/,1%,-1.6%,8%,5%,6%,-0.5%,7.7%,
CCOC(=O)c1[nH]c2ccc(OC)cc2c1C(SCC(=O)O)c1ccc(C(F)(F)F)cc1 (stereo unspecified),4%,12%,/,/,13%,-12%,3%,0.2%,48%,
CCCCNC(=S)N1CCn2cccc2C1c1cccnc1 (stereo unspecified),6%,-2%,5%,-1.1%,2%,-14%,0%,-0.7%,-1.9%,
O=c1[nH]c(CN2CC=C(c3ccccc3)CC2)nc2scc(-c3cccs3)c12,17%,-6%,13%,/,-7%,12%,-5%,-0.3%,9.1%,
Cc1ccc(/C=C2\C(=O)NC(=S)N(c3ccc(F)cc3)C2=O)o1,27%,-31%,14%,/,7%,10%,-2%,-0.6%,0.3%,
O=c1[nH]c(=S)n(-c2ccccc2Cl)c(O)c1C=NCCN1CCNCC1,2%,2%,/,/,8%,-3%,-1%,-0.1%,0.9%,
Cc1ccc2c(c1)C1CN(C)CCC1N2C(=O)COc1ccc(S(=O)(=O)N2CCOCC2)cc1 (stereo unspecified),?,-1%,0%,-0.9%,29%,-5%,-8%,-0.3%,-1.9%,
CCc1ccc(/C=C(/C#N)C(N)=S)cc1,12%,7%,15%,-2.6%,16%,-15%,3%,-0.5%,0.1%,

# From PubChem

# Only part of the results is shown (hit frequency here may not be typical).
